TbREL1 inh – TbREL1 RNA ligase inhibitors, primary screen, biochemical, FRET fluorescence. RNA-editing ligase 1, mitochondrial (Trypanosoma brucei brucei), P86926. TbREL1 RNA ligation. inhibition, % at 9.66 µM. AID 1117264, 2014. 89,000 compounds, 0.49% hits;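 active = inhibition above the mean inhibition across all screened compounds plus 3 SD, cut at about 11% in these data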;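 also: 0% = plate median of test wells and 100% = NSC42067 control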
Target sequence (P86926 whole entry, looked up): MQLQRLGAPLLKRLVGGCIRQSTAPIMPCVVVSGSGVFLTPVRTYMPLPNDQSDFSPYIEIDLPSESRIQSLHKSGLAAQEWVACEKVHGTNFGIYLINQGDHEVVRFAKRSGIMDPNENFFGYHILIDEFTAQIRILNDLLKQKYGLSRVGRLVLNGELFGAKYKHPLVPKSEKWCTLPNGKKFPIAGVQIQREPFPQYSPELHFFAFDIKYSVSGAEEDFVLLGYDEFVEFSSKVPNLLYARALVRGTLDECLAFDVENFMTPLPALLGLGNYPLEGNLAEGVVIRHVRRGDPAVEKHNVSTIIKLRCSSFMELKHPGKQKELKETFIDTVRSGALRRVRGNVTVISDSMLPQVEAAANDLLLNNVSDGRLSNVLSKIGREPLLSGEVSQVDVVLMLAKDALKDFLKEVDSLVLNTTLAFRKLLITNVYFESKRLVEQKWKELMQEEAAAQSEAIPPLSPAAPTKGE
Active calls of the source: *.

Preview (six entries):
SMILES	TbREL1 inh
COC(=O)c1c(C)[nH]c(C(=O)CSc2nnnn2-c2ccccc2)c1C	-1.0
CC(=O)c1ccccc1NC(=O)COC(=O)Cc1cccc(C(F)(F)F)c1	-0.5
Cc1ccc(Cn2c(C3CCCN3c3nc(-c4ccc(F)cc4)cs3)nc3cc(C(=O)NCCCO)ccc32)cc1 (stereo not given)	-2.1
Cc1ccc(N2OC3C(=O)NC(=O)C3C2c2ccco2)cc1 (stereo not given)	2.4
Cc1ccc(C(=O)NC(C)c2ccccc2)cc1Br (stereo not given)	-1.0
CCc1ccc(Nc2n[n+](-c3ccccc3)c(-c3ccc(OCc4ccccc4)cc3)s2)cc1	3.4

The list itself, previewed entries included:
SMILES	TbREL1 inh
COC(=O)c1c(C)[nH]c(C(=O)CSc2nnnn2-c2ccccc2)c1C	-1.0
CC(=O)c1ccccc1NC(=O)COC(=O)Cc1cccc(C(F)(F)F)c1	-0.5
Cc1ccc(Cn2c(C3CCCN3c3nc(-c4ccc(F)cc4)cs3)nc3cc(C(=O)NCCCO)ccc32)cc1 (stereo not given)	-2.1
Cc1ccc(N2OC3C(=O)NC(=O)C3C2c2ccco2)cc1 (stereo not given)	2.4
Cc1ccc(C(=O)NC(C)c2ccccc2)cc1Br (stereo not given)	-1.0
CCc1ccc(Nc2n[n+](-c3ccccc3)c(-c3ccc(OCc4ccccc4)cc3)s2)cc1	3.4
Cc1c(NC(=O)c2cc(=O)[nH]c(=O)[nH]2)c(=O)n(-c2ccccc2)n1C	7.3
COc1ccc(CCNC(=O)CSc2nc(O)cc(=O)[nH]2)cc1OC	-2.6
O=S(=O)(c1ccc(Br)cc1)N1CCN=C1SCc1cccc(F)c1	11.1*
CN(C)c1cccc(C(=O)Nc2ccc(N3CCOCC3)cc2)c1	-5.9
CCC(C)Sc1ccc([C@H]2N[C@@](CC(C)C)(C(=O)OC)[C@H]3C(=O)N(CC)C(=O)[C@@H]23)cc1 (stereo not given in full)	0.2
Cc1cccc(/C=N/NC(=O)c2ccc(NC(=O)c3ccccc3Cl)cc2)n1	3.6
CCc1ccc(S(=O)(=O)/N=C2\C=C(Nc3cccc(C(=O)O)c3)C(=O)c3ccccc32)cc1	2.5
Cc1ccc(-c2csc(NC(=O)c3ccc(C)o3)n2)cc1	-0.8
CC(=O)OCC1=C(C(=O)O)N2C(=O)C(NC(=O)c3ccc(COc4cccc(Cl)c4Cl)o3)C2SC1 (stereo not given)	-0.6
O=C(COC(=O)c1ccc(N2CCCC2=O)cc1)NCc1ccco1	0.0
CCOC(=O)c1c(S(=O)(=O)Nc2cccc(-c3ccno3)c2)c(C)n(C)c1C	-3.2
Cc1c(C(=O)N(Cc2ccco2)Cc2cccs2)oc2ccccc12	3.4
COCCNC(=O)/C(C#N)=C/c1cc(C)n(-c2ccc(C)cc2)c1C	1.2
COC/C=C/C1=CC2=CC(=O)C(C)(OC(=O)c3cnc4ccccc4n3)C(=O)C2=CN1CCCOC(C)C (stereo not given)	-1.5
Cc1ccccc1-n1ccnc1SCC(=O)Nc1cccc(S(=O)(=O)NC2=NCCC2)c1	-0.8
CC(C)C[C@H](NC(=O)c1nc[nH]c1C(=O)NCCNC(=O)OC(C)(C)C)C(=O)CNCCNC(=O)c1[nH]cnc1C(=O)N[C@@H](C)C(=O)OC(C)(C)C	0.4
CCN(CC(=O)NCc1cccs1)C(=O)c1ccc(S(=O)(=O)N(CC)c2ccccc2)cc1	-0.7
CN(C1CCCCC1)S(=O)(=O)c1ccc(NC(=O)Cn2nc(-c3ccc(F)cc3)ccc2=O)cc1	3.9
CCOc1cc(S(=O)(=O)NCc2ccc3c(c2)OCO3)c(C)cc1C	-0.3
CCOC(=O)C1CCN(C(=O)c2cccc(S(=O)(=O)N3c4ccccc4CC3C)c2)CC1 (stereo not given)	-1.5
CCOC(=O)N1CCN(C(=O)c2ccccc2NC(C)=O)CC1	4.1
Cc1cccc(NC(=S)NNc2cccc(Cl)c2)c1	-4.0
Nc1ccc2nc3c(=O)n(CCc4ccccc4)c(=O)[nH]c3nc2c1	-13.7
O=C(NN=C1CCCC1)c1cc(Cl)cc(Cl)c1O	-3.5
CCCNc1nc2ccccc2c(=O)[nH]1	3.0
CC1CCc2sc(C(=O)NCc3ccc(F)cc3)cc2C1 (stereo not given)	2.8
COn1c(=O)c(-c2cccs2)[n+]([O-])c2ccccc21	-1.3
CCc1ccc(NC(=O)Nc2cnccn2)cc1	0.6
CN1CCN(C(=O)C2(NC(=O)NCc3ccccc3)CCCCC2)CC1	1.0
O=C(Nc1ccc(C(=O)N2CCCCC2)cc1)c1ccc([N+](=O)[O-])cc1	-0.9
O=C(O)c1ccc(N/N=C/C=C/c2ccc([N+](=O)[O-])o2)cc1	0.3
COc1ccccc1CC(=O)Nc1ccccc1C(=O)O	4.1
CCOc1ccccc1-n1c(=S)sc2c(=O)n(-c3ccccc3)c(=S)[nH]c21	-3.6
CCCc1cc(=O)[nH]c2nnc(SCC(=O)NC3CCCCC3)n12	-0.3

Among those listed so far, 4 have a Cl atom.
SMILES	TbREL1 inh
Cc1cccc(/C=N/NC(=O)c2ccc(NC(=O)c3ccccc3Cl)cc2)n1	3.6
CC(=O)OCC1=C(C(=O)O)N2C(=O)C(NC(=O)c3ccc(COc4cccc(Cl)c4Cl)o3)C2SC1 (stereo not given)	-0.6
Cc1cccc(NC(=S)NNc2cccc(Cl)c2)c1	-4.0
O=C(NN=C1CCCC1)c1cc(Cl)cc(Cl)c1O	-3.5

(listing goes on)
SMILES	TbREL1 inh
COc1ccc(CCNC(=O)C2CCN(c3nccc(C)n3)CC2)cc1	-0.1
Oc1cccc(C2c3[nH]c4ccccc4c3CCN2Cc2ccoc2)c1 (stereo not given)	-1.5
COC(=O)c1ccc(OCC(O)CN2CCc3cc(OC)c(OC)cc3C2c2ccccc2)cc1 (stereo not given)	1.8
COC(=O)c1cn(NC(=O)c2cccc(N(C)C)c2)c(=O)c2ccccc12	-4.5
COc1cccc(-c2nc(CS(=O)(=O)CC(=O)NCCCN3C(C)CCCC3C)c(C)o2)c1 (stereo not given)	1.2
CN(Cc1ccccc1)C(=O)C1CCN(S(C)(=O)=O)CC1	1.8
Cc1ccc(C(=O)O)cc1N1CCCC1=O	-1.9
CCC(O)CNc1nc(SC)nc2sc3c(c12)CCN(C)C3 (stereo not given)	2.7
C=CCn1nc2ccccc2c1OCCO	-1.9
COC(=O)[C@@H]1C[C@@]2(O)[C@@H](O)[C@@H](O)[C@@H](O)C[C@H]2N1CC1CCCCC1	1.5
CCN(C(=O)COC(=O)/C(C#N)=C/c1ccc(OC)cc1)C1CCS(=O)(=O)C1 (stereo not given)	-2.0
NCCCn1c(C(=O)c2cc(Cl)c(N)c(Cl)c2)c2ccc([N+](=O)[O-])cc2[n+]1[O-]	1.8
COc1ccc(CNC(N)=O)cc1OC	6.8
CN(c1cccc(NC(=O)c2ccc(Cl)c(S(=O)(=O)Nc3ccccc3)c2)c1)S(C)(=O)=O	3.9
CCOC(=O)COc1c(Br)cc(C2NC(=O)NC(C)=C2C(C)=O)cc1OC (stereo not given)	-1.1
c1ccc(-c2ccc(CNc3nc(-c4ccccn4)nnc3-c3ccccc3)cc2)cc1	3.8
Cn1cc([N+](=O)[O-])c(C(=O)Nc2sc3c(c2C#N)CCC3)n1	2.1
O=C(N/N=C/C(Br)=C/c1ccccc1)c1cccnc1	2.2
CC1=C(C(=O)NCc2ccc(Cl)cc2)C2(CCC(C)CC2)OC1=O (stereo not given)	0.7
COC(=O)Nc1nn(-c2ccc(OC)cc2)c(=O)c(C#N)c1C	3.0
Cc1nn(Cc2ccc(F)cc2)c(C)c1NC(=O)c1noc2c1CCc1ccccc1-2	-1.9
Cc1ccc(C(=O)CCC2CCCCC2=O)cc1 (stereo not given)	-0.3
CC(C)C(c1nnnn1C1CCCCC1)N1CCN(C(=O)c2ccco2)CC1 (stereo not given)	-1.1
O=C(NCC1CC1)C1(C(F)(F)F)CC(CCc2ccccc2)CCCO1 (stereo not given)	-1.3
O=C(Nc1ccccc1)c1cc2ccccc2[nH]1	-1.5
COc1ccc(C=C(C(=O)c2ccccc2)C(=O)c2ccccc2)cc1	0.1
O=C(COc1ccc([N+](=O)[O-])cc1)NNC(=O)Nc1ccccc1F	3.0
CC1CCN(C(=O)Cn2c(=O)oc3ccccc32)CC1	6.7
COc1ccc(NC(=O)CSc2nc3ccccc3c(=O)n2CCCC(=O)NCC2CCCO2)c(OC)c1 (stereo not given)	-0.3
CCN(CC)CCN(C(=O)C1CCCCC1)c1nc2cc3c(cc2s1)OCO3	10.8
CCOC(=O)C1CCN(C(=O)C(CCSC)NC(=O)COc2ccccc2)CC1 (stereo not given)	-5.8
Cc1cccc(C)c1N1C(=O)c2ccccc2NC(=O)C1C(=O)NCCc1ccccc1F (stereo not given)	2.3
Cc1ccccc1Cn1cc(NC(=O)CSc2nc3c(c(C(F)(F)F)n2)CCc2ccccc2-3)cn1	1.1
CC(C)CN1C(=O)C(=O)N(CC(=O)c2ccc3c(c2)OCO3)C1=O	-0.8
CC(C)c1nnc(SCC(=O)N2CCN(C(=O)c3ccco3)CC2)n1N	2.4
O=C(OCC(=O)N1CCN(C(=O)c2ccco2)CC1)c1ccccc1	0.0
Cc1ccc2cc(C#N)c(NCCNC(=S)NCCCN3CCOCC3)nc2c1	-4.6
COC(=O)[C@]1(C)N[C@H](c2ccc(-c3ccc(Cl)c(Cl)c3)c(OC)c2)[C@@H]2C(=O)N(C)C(=O)[C@@H]21	-2.9
COc1ccc(NC(=O)NNC(=O)c2ccc3ccccc3c2)cc1OC	-4.5
O=C(Nc1cccc(F)c1)c1cc(-c2ccco2)nc2ccccc12	2.5
CC(C)C(=O)c1cc2c(cc1NC(=O)c1ccccc1)OCCO2	3.7
CNCCCOc1cccc(OC(C)C)c1	4.1
O=C(CCN1CCN(CC(=O)Nc2ccccc2Cl)CC1)Nc1ccccc1F	1.0
CC(C)N(C(=O)Cn1cc(S(=O)(=O)CC(=O)NCc2ccc(F)cc2)c2ccccc21)C(C)C	-3.2
COc1cccc2sc(N(CCCN(C)C)C(=O)c3ccc(S(=O)(=O)N4CCc5ccccc5C4)cc3)nc12	4.6
CN1CCN(C(=O)OC2CC3CC2[C@H]2CCCCN2C3=O)CC1 (stereo not given in full)	0.5
O=C(Nc1cccc(Cl)c1N1CCCC1)c1cccc(-c2cc3ccccc3oc2=O)c1	-0.7
Cc1ccc(-c2noc(-c3ccccc3Br)n2)cc1	4.8
CCc1ccc(-c2csc(NC(=O)C3CC(=O)N(c4ccc5c(c4)OCCO5)C3)n2)cc1 (stereo not given)	0.3
Cc1[nH]c2ccccc2c1CC(=O)Nc1ccc(Nc2ccccc2)cc1	-4.1
Cc1nc(-c2ccccn2)nc(SCC(=O)c2ccccc2)c1Cl	-0.3
CNC(=O)C1CCN(S(=O)(=O)c2c(C)noc2/C=C/c2cccc(OC)c2)CC1	3.2
CCn1cnc2cc(NC(=O)c3ccc(C)cc3)ccc21	1.5
CCOC(=O)c1ccc(NS(=O)(=O)c2ccc3c(c2)oc(=O)n3C)cc1	-0.4
O=C(NC(=C(Cl)Cl)S(=O)(=O)c1ccc(Cl)cc1)c1ccccc1	0.2
O=C(O)c1ccc(C=NNC(=O)c2ccccc2NS(=O)(=O)c2cccs2)cc1	6.7
CN(CC(=O)NCc1ccncc1)S(=O)(=O)c1cc(Cl)ccc1Cl	1.0
COC(=O)[C@]12C[C@H](CC(=O)NCc3ccccc3)C(=O)N(CCc3ccc(OC)c(OC)c3)C1=C[C@H](C(C)C)O[C@@H]2C1CC1	3.8
C[C@@H]1CN([C@H](C)CO)C(=O)CCCn2cc(nn2)CO[C@H]1CN(C)S(=O)(=O)c1ccccc1	-0.8
O=C(COc1ccc(F)cc1Br)NCCCN1CCCC1=O	3.5
(further entries)
SMILES	TbREL1 inh
COc1cccc(CNC(=O)CNS(=O)(=O)c2ccc3nc(C)sc3c2)c1OC	-5.0
COc1ccccc1C(C)Nc1ccc(S(=O)(=O)N2CCN(C)CC2)cc1[N+](=O)[O-] (stereo not given)	0.7
Cc1c(NC(=O)COc2ccc(C(C)C)cc2)c(=O)n(-c2ccccc2)n1C	-1.9
O=C(CSc1nccn1-c1ccc(Cl)cc1)NCc1ccc2c(c1)OCO2	-4.0
Cc1c(C(=O)N2CC3(CC(c4cccc(NC(=O)CC(c5ccccc5)c5ccccc5)c4)=NO3)C[C@@H]2C(N)=O)cc([N+](=O)[O-])cc1[N+](=O)[O-] (stereo not given in full)	0.1
N#Cc1cn(OCc2ccccc2)c(=O)[nH]c1=O	-0.9
CCOC(=O)CCc1c(C)c(C#N)c2nc3ccccc3n2c1-n1cnc2ccccc21	2.3
O=C(Nc1ccc(F)cc1)C1CCCN(C2=NS(=O)(=O)c3ccccc32)C1 (stereo not given)	1.4
O=C(NCCCN1CCCC1=O)C1CCN(S(=O)(=O)N2CCOCC2)CC1	-2.2
CN1CCc2c(sc(NC(=O)c3ccc(S(=O)(=O)N4CCCC4)cc3)c2C(N)=O)C1	-0.3
COC(=O)c1c(C(=O)OC)c(-c2ccc(C)cc2)n2c1CS(=O)(=O)C2	-1.1
CN[C@@H](C)C(=O)NC[C@H]1O[C@@H](n2cnc3c(N)ncnc32)[C@H](O)[C@@H]1O	1.5
Cc1cc(C)cc(Cn2cc(CN3CC(N4CCN(Cc5ccccc5F)CC4)CS3(=O)=O)nn2)c1 (stereo not given)	-1.9
CSc1ccc(C2C(C#N)=C(N)Oc3c2ccc(=O)c2c(C)oc(C)c32)cc1 (stereo not given)	-7.7
COc1cccc(C2[C@H](C)C3(CCN2C)OCCO3)c1 (stereo not given in full)	-0.9
c1ccc2c(c1)SCc1nnc(-c3ccncc3)n1-2	3.1
Nc1cccc(C(=O)Nc2ccccc2Cl)c1	0.5
CCN(CC)CCNC(=O)Cc1c(C(=O)O)n(C)c2ccccc12	-0.9
CN(CC(=O)Nc1cccc(F)c1)C(=O)C1CCC(C(=O)N(C)CC(=O)Nc2cccc(F)c2)CC1 (stereo not given)	-3.0
COc1ccccc1NC(=O)C1CCCN1C(=O)Nc1ccc(F)cc1 (stereo not given)	-1.3

High-throughput results as filed in PubChem.

This is a subset; the hit share may differ from the screen's.
